# Compound activity (PubChem)
# PLK1 PBD inh = blocks phosphopeptide binding to human PLK1 polo-box domain | P53350 | Plk1 PBD binding of FITC phosphopeptide, fluorescence polarization | Potency, µM, inactives show max response, negative = inhibition, actives largely listed as inhibitors | 360,000 tested, 2.8% active | AID 720504; also: potency is read from the fitted curve at half-maximal effect; series mostly up to about 57 µM; % is scaled to controls: 0 for no effect and ±100 for the full control effect; nearly all actives have a fitted effect of over 65% in size
# WRN helicase inh = WRN helicase (human) inhibition; 360,000 tested, 0.46% active; WRN helicase unwinding, fluorescent forked duplex, kinetic; AID 651768; Q14191; Potency, µM (highest dose often 114 µM), for inactives: at the top dose activity change, negative = inhibition, most hits filed as inhibitors; also: potency is read from the fitted curve at half-maximal effect; % is scaled to controls: 0 for no effect and ±100 for the full control effect; nearly all actives have a fitted effect of over 55% in size
#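 Primary qHTS, 1536-well format. 20 nM WRN + compound, 15 min RT; start with 100 nM forked fluorophore/quencher duplex, 2 mM ATP (final); kinetic read ex 525/em 598 nm.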
# IL2 activator = activates IL-2 in a cell-based reporter assay | 360,000 tested, 0.065% active | activation, % (series mostly up to about 46 µM) | IL-2 activation reporter assay, cell-based qHTS; stimulated with anti-CD3/CD4/CD28 beads; in transgenic mouse T cells; in the data active = activation above about 50%; inconclusive = mostly about 30% to 49%; also: 0% is about no effect
#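 Quantitative HTS in unstimulated transgenic mouse T cells, with memory T cells as non-tolerant control and PMA/ionomycin as tolerance-bypass control. Compound pretreatment lasted 60 minutes before 18 h bead stimulation; EGFP/DsRed fluorescence read.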
# CCT modulator = changes cytosolic chaperonin activity. 360,000 tested, 0.3% active. AID 651819. activity change, % (concentration not given with the values), hits read low. purified chaperonin ATPase assay, HTRF ADP detection, 30 min; in the data active = activity change below about -30%; also: % is scaled to controls: 0 for no effect and ±100 for the full control effect
#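 Enzyme 40 or 20 nM (batch-dependent) in Tris pH 7.4/KCl/MgCl2/DTT; cpd 76 uM single point; ATP 10 uM; 30 min 37 °C; Transcreener ADP HTRF detection, 30 min RT; ratio 665/615.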
# PI5P4Ka inh = PI5P4K alpha (human) kinase inhibition; 330,000 tested, 1.2% active; max response, %; P48426; AID 652105; PI5P4Kalpha enzyme, ADP-Glo luminescence, 60 min; active compounds read low; active = max response of -50% or lower; inconclusive = between -30% and -50%; inactive = -30% or higher; also: value at the top dose of about 77 µM; % is scaled to controls: 0 for no effect and ±100 for the full control effect
#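 Luminescence from ADP-Glo served as readout of PI5P4Kalpha activity in a qHTS format. Reaction: enzyme, substrate, compound, ATP at 5 microM final, 60 min at RT.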
# EPAC1 ag = activates human EPAC1 exchange factor | O95398 | 360,000 tested, 0.073% active | EPAC1 agonist qHTS, biochemical assay; response scale: 100% = response to 6.5 mM cAMP | Potency, µM (doses to about 154 µM), for inactives: at the top dose activation, usual class: activators | AID 720707; also: potency is read from the fitted curve at half-maximal effect; nearly all actives have a fitted effect of over 60% in size
#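 Nucleotide exchange assay: 100 nM EPAC1 with 250 nM Rap1B loaded with BODIPY-GDP and 50 uM GDP, room temperature. Fluorescence (480/540 nm) read every 5 min for 30 min; signal change normalized to 6.5 mM cAMP as full agonist.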
# EPAC2 ag = activates human EPAC2 exchange factor; Q8WZA2; EPAC2 activation, biochemical qHTS; response scale: 100% = 6.5 mM cAMP response; Potency, µM (doses to about 154 µM), for inactives: top-dose activation, actives largely listed as activators; 360,000 tested, 0.079% active; AID 720711; also: potency is read from the fitted curve at half-maximal effect; nearly all actives have a fitted effect of over 50% in size
# Target sequence (Q8WZA2 whole entry, looked up): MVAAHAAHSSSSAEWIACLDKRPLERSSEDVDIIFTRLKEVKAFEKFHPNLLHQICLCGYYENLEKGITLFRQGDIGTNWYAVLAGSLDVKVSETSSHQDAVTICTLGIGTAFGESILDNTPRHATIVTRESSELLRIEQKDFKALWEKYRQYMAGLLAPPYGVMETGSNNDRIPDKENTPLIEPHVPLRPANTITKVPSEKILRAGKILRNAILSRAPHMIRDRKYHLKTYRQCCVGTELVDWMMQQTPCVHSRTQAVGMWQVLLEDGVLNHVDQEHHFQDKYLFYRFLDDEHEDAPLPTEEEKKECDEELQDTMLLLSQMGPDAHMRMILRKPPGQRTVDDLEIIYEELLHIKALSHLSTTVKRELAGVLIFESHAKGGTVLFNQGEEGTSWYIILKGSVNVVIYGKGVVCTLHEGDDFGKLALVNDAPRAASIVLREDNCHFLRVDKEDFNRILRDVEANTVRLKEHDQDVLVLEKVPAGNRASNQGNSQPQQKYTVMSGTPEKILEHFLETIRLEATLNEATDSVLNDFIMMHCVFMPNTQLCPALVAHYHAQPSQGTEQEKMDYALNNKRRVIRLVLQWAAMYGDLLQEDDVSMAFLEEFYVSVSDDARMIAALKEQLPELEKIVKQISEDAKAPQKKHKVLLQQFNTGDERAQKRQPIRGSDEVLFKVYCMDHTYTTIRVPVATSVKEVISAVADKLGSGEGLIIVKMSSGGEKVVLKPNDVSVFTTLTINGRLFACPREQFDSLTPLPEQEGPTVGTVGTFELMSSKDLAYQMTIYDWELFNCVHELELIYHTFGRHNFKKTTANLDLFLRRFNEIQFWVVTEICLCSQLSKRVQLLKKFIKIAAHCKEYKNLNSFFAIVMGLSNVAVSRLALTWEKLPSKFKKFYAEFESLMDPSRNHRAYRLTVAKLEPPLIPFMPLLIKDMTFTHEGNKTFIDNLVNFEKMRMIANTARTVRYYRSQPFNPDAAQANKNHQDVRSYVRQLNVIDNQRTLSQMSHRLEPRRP
#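 Exchange assay: 100 nM EPAC2 with 250 nM Rap1B-BODIPY-GDP and 50 uM GDP. Fluorescence (ex 480/em 540 nm) read every 5 min for 30 min at room temperature. Data normalized to 6.5 mM cAMP as agonist control.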
# EPAC1 antag = EPAC1 (human) antagonism | O95398 | Potency, µM (highest dose often 115 µM), for inactives: at the top dose activity change, negative = inhibition, hits mostly inhibitors | EPAC1 GEF assay, Rap1b-BODIPY-GDP exchange fluorescence | 360,000 tested, 0.14% active;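 also: potency is read from the fitted curve at half-maximal effect; plate controls were vehicle for no effect and positive control for full effect; nearly all actives have a fitted effect of over 50% in size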
# An asterisk follows results filed as active; ? = inconclusive; nt = not tested or not shown; [ ] = dose if it differs, or a comment. Unless noted, calls follow the shape of the dose curve; as a rule, active = well fitted curve in the direction sought with a large enough effect; inconclusive = small, poorly fitted or top-dose-only effect, or another doubt; inactive = no such curve, though single readings can be large; an effect the other way counts as inactive or inconclusive. Some of the compounds tested; the hit share may differ from the screen's.
SMILES,WRN helicase inh,PI5P4Ka inh,PLK1 PBD inh,EPAC1 antag,IL2 activator,EPAC2 ag,CCT modulator,EPAC1 ag
COc1cccc(NC(=O)[C@@H]2CCCN2C(=O)C2CCN(S(=O)(=O)c3ccc(C)cc3)CC2)c1,5%,nt,-2%,-1%,-2.2,-2%,-5.3,-3%
COc1ccc(NC(C)=O)cc1NC(=O)CCn1c(=O)sc2ccccc21,-7%,nt,-5%,-10%,-1.8,9%,0.5,1%
S=C(Nc1cccc(Cl)c1)N1CCN(Cc2ccccc2)CC1,-4%[57.1 µM],-2,0%,7%,-2.2,5%,1.9,-10%
Cc1nn(-c2ccccc2)c(C)c1C(=O)OCC(=O)NC(=O)NC1CCCCC1,-5%,-21,21µM*,-9%,-2.9,15%,2.1,8%
COc1ccc(-n2cc(C(=O)Nc3cc([N+](=O)[O-])ccc3OC)c3ccccc3c2=O)cc1,-18%,-1,5%,-5%,2.3,-5%,0.9,2%
Cc1c(NC(=O)COC(=O)c2ncc(Cl)c(Cl)c2Cl)c(=O)n(-c2ccccc2)n1C,-2%,-1,-4%,-2%,-0.8,2%,1.1,-23%
CN(C)c1ccc(C(=O)N2CCCC(CCC(=O)N3CCN(c4ccccn4)CC3)C2)cc1 (centres undefined),-16%,0,-11%,-2%,0.9,0%,-2.5,6%
Cc1cc(C)n(CCCNC(=O)C2CC(=O)N(Cc3ccccc3)C2)n1 (centres undefined),3%,-1,3%,10%,-1.1,0%,-1.6,-10%
Cc1ccc(NC(=S)Nn2cnnc2)cc1,7%,-9,11µM*,-13%,-0.7,10%,0.7,-9%
CC(C)Cn1c(N)c(C(=O)CSc2nnc(C3CC3)n2C2CC2)c(=O)n(C)c1=O,-7%,7,-7%,1%,-2.4,3%,-3.4,0%
Cc1noc(C)c1C(=O)Nc1ccc(S(=O)(=O)N2CCC(C)CC2)cc1,2%,0,-1%,-2%,1.3,9%,-1.0,17%
Cc1ccc2nc3c(cc(C(=O)NCCc4ccccc4)c(=N)n3CC3CCCO3)c(=O)n2c1 (centres undefined),14%,-7,-12%,20%,-0.5,14%,-0.3,13%

# Some of the entries above in another layout:
Cc1c(NC(=O)COC(=O)c2ncc(Cl)c(Cl)c2Cl)c(=O)n(-c2ccccc2)n1C
  WRN helicase inh = -2% | PI5P4Ka inh = -1 | PLK1 PBD inh = -4% | EPAC1 antag = -2% | IL2 activator = -0.8 | EPAC2 ag = 2% | CCT modulator = 1.1 | EPAC1 ag = -23%
CN(C)c1ccc(C(=O)N2CCCC(CCC(=O)N3CCN(c4ccccn4)CC3)C2)cc1 (centres undefined)
  WRN helicase inh = -16% | PI5P4Ka inh = 0 | PLK1 PBD inh = -11% | EPAC1 antag = -2% | IL2 activator = 0.9 | EPAC2 ag = 0% | CCT modulator = -2.5 | EPAC1 ag = 6%

# Following part
SMILES,WRN helicase inh,PI5P4Ka inh,PLK1 PBD inh,EPAC1 antag,IL2 activator,EPAC2 ag,CCT modulator,EPAC1 ag
Cc1noc(NS(=O)(=O)c2ccc(NC(=O)CCN3C(=O)c4ccccc4C3=O)cc2)c1C,-3%,-4,-3%,4%,-3.8,0%,2.2,4%
Cc1cccn2c(=O)c(/C=C(\C#N)C(=O)NCc3ccco3)c(N3CCOCC3)nc12,-5%,-5,0%,-2%,1.2,1%,0.9,-4%
CCC/C=N/NC(=O)CNC(=O)c1ccccc1Cl,-6%,1,-5%,2%,-1.4,-2%,0.3,-6%
Cc1ccccc1CS(=O)(=O)c1cn(CC(=O)N2CCC(C)CC2)c2ccccc12,-3%,1,0%,2%,0.8,-1%,0.0,13%
CN1CCN(S(=O)(=O)c2ccc(NC(=O)C3CCCO3)cc2)CC1 (centres undefined),1%,nt,-8%,7%,-0.7,0%,-1.3,-1%
CCn1c(SCC(=O)c2cc(C)n(C)c2C)nnc1-c1ccccc1,-3%,9,1%,7%,-0.1,4%,-0.6,-2%
N/N=C1\CCCc2c1[nH]c1ccc([N+](=O)[O-])cc21,11%,-14,?,25%,-1.7,3%,-0.2,-12%
O=C(Cn1nnc(-c2ccc([N+](=O)[O-])cc2)n1)NNC(=O)c1ccccc1,-12%,4,-7%,8%,-2.5,6%,1.7,4%
O=C(/C=C/c1ccc(S(=O)(=O)N2CCOCC2)cc1)NCc1ccc(Cl)cc1,-9%,0,-3%,?,-0.6,7%,-0.7,-2%
O=C(CSc1ccc(-c2ccco2)nn1)NCc1ccc(F)cc1,-15%,-27,-16%,-8%,-0.1,9%,-1.5,8%
Cc1cc2cc(CNC(=O)c3cccs3)ccc2[nH]1,0%,-5,-2%,-3%,-0.7,0%,-0.7,5%
Cc1cc(C)cc(C(=O)NC(CC(N)=O)c2ccc(N3CCN(c4ccccc4)CC3)c([N+](=O)[O-])c2)c1 (centres undefined),1%,4,-16%,6%,4.2,-8%,-2.7,-9%
CCOC(=O)c1cc2nc(OCC)nc(OCC)c2[nH]1,3%,2,1%,3%,0.4,6%,-1.0,1%
S=C(NCc1ccccc1)C(=S)NCc1ccccc1,-10%,6,?,-5%,-0.2,9%,-1.5,13%
O=C(Nc1ccc(N2CCCCC2)c(Cl)c1)c1ccc2c(c1)OCCO2,0%,-1,-21%,-1%,2.6,0%,0.7,9%
Cc1cccc2sc(NC(=O)Cn3c(C)csc3=O)nc12,-13%,4,-16%,-11%,1.3,11%,3.7,-12%
Cc1ccnc(NC(=O)CS(=O)(=O)c2ccccc2)c1,6%,3,-5%,10%,0.1,-1%,0.0,-7%
CC(C)Oc1ccccc1NC(=O)CSc1nc2ccccc2c(=O)n1C,-6%,-3,-1%,0%,0.2,3%,0.6,4%
COC(=O)c1ccc(COC(=O)C2CCN(S(=O)(=O)c3c(C)cc(C)cc3C)CC2)o1,-4%,0,-15%,-10%,-1.4,13%,-0.7,18%
CCN(CC)CCCNC(=O)Cn1ccc2ccccc2c1=O,-3%,-4,1%,8%,-0.5,19%,0.5,14%
CCCc1[nH]n(-c2ccc(F)cc2)c(=O)c1C=Nc1cccc(F)c1,-33%[57.1 µM],-1,-9%,-3%,-0.7,-2%,-0.5,3%
COc1ccc(CCn2c(N)cc(=O)[nH]c2=S)cc1OC,-13%,-7,-3%,-13%,0.1,13%,3.1,-16%
CC(C)Oc1ccc(S(=O)(=O)N2CCOCC2)cc1NC(=O)CC1OC(=O)c2ccccc21 (centres undefined),-9%,1,-1%,6%,-3.7,10%,0.4,8%
Cc1cc(C)n2nc(CNS(=O)(=O)c3ccc(C)c(C)c3)nc2n1,-3%,-3,1%,1%,1.6,0%,-1.1,-17%
Cc1c(C(N)=O)c(N)c(C(=O)c2ccccc2)n1-c1ccccc1,10%,3,-3%,14%,1.0,-4%,-0.9,-2%
O=[N+]([O-])c1ccc(/C=N/Nc2ncc(Br)cn2)cc1,-16%,-3,-7%,0%,0.0,3%,0.0,-2%
CC(Cn1cnc2ccccc21)C(=O)O (centres undefined),-4%,nt,-3%,-1%,4.4,5%,-0.8,1%
COc1ccc(NS(=O)(=O)c2cccc(NC(=O)CCC(=O)c3ccc(Cl)cc3)c2)cc1,-7%,8,-3%,?,-0.7,4%,1.4,-13%
CN(C(=S)Nc1ccccc1F)C1(c2ccccc2Cl)CCCCC1=O (centres undefined),3%,nt,-4%,18%,-1.3,-8%,1.1,4%
Cc1cc(C(=O)Nc2ccc(N3CCOCC3)cc2)c2ccccc2n1,-1%,nt,-2%,13%,-0.4,7%,-2.0,1%
Fc1ccccc1CN(CCN1CCOCC1)C(=S)Nc1ccccc1Cl,1%,2,-9%,9%,1.6,12%,-2.4,10%
COc1cc2c(cc1OC)C(c1ccc([N+](=O)[O-])cc1)NC(=O)C2 (centres undefined),-4%,5,0%,-7%,0.0,0%,2.9,-5%
COc1ccccc1N1CCN(C2CC(=O)N(C)C2=O)CC1 (centres undefined),3%,-3,0%,14%,0.2,-1%,-0.4,6%
CCN(CC)CCN(C(=O)/C=C/c1cccs1)c1nc2ccc(Cl)cc2s1,-8%,2,-10%,-9%,-0.5,10%,-0.5,0%
O=C(O)CCCNC(=O)OCc1ccccc1,-4%,nt,-12%,13%,-2.0,7%,2.4,0%
COc1ccc(Cn2nnc3c(=O)[nH]c(C4CCCN(C(=O)c5ccccc5)C4)nc32)cc1 (centres undefined),3%,8,-9%,-28%,5.2,11%,0.1,10%
Cc1ccc(NCSc2ccc(Cl)cc2)cc1,-7%,27,-18%,-3%,-0.6,6%,-1.4,2%
CC(=O)c1ccc(S(=O)(=O)NCc2ccc(C(=O)NCC(c3ccccc3)N(C)C)cc2)cc1 (centres undefined),1%,-5,-24%,-17%,-1.8,1%,-2.5,8%
Cc1cccc(NC(=O)c2ccccc2OCC(=O)c2ccc(F)cc2)c1,-17%,18,-4%,7%,-2.0,-6%,-7.1,9%
CC(=O)OC(C(=O)NC1CCCCC1)c1ccccc1F (centres undefined),-7%,-2,-23%,-17%,-0.7,7%,-0.5,-4%
Cc1ccc(CNC(=O)[C@H](Cc2ccccc2)NC(=O)C2CCNCC2)cc1,-3%,-5,-16%,-2%,-3.5,13%,-2.0,-8%
CC(=O)NC(=O)NC1CSCC1OC(C)=O (centres undefined),5%,nt,-1%,10%,-3.5,1%,-1.4,-3%
O=[N+]([O-])c1ccccc1OCCCCN1CCCCC1,9%,nt,-10%,5%,0.9,5%,0.5,3%
CCn1cc(C(=O)N(C)c2ccc(OC)cc2)c2cc(OC)c(OC)cc2c1=O,2%,-2,4%,-17%,-3.1,7%,1.7,-3%
O=c1[nH]c(=S)[nH]c2c1C(c1cc([N+](=O)[O-])c(N3CCOCC3)cc1N1CCOCC1)O2 (centres undefined),5%,-1,-9%,-11%,-0.5,4%,1.0,-6%
N#Cc1ccccc1OCC(=O)NCc1ccccc1CN1CCCC1,-9%,-5,-6%,18%,1.1,8%,-0.1,12%
S=C(Nc1ccccc1)Nc1ccccc1Br,-5%,1,-11%,-21%,-2.5,-4%,0.6,7%
CCCCCCCCCCn1ccc(=N)cc1,-30%,-1,-5%,-21%,-1.0,5%,-0.7,-1%
CC(=O)c1cnc2cc(-c3cccc(Br)c3)nn2c1C,7%,-2,-5%,2%,0.2,0%,-8.3,-3%
Cc1cccc(NC(=O)CN2C(=O)NC(C)(c3ccc4ccccc4c3)C2=O)n1 (centres undefined),-2%,8,-12%,-7%,-3.3,5%,-5.2,11%
